Screening data: PubChem BioAssay, The Scripps Research Institute Molecular Screening Center
TTR transcr act – TTR transcription activators in neuroblastoma reporter cells, primary screen, cell-based, luminescence, SH-SY5Y, TTR promoter Gaussia luciferase. 1.3% of 92,000 active. 100% = recombinant luciferase protein wells. AID 1117267, 2014. activation, % at 16.7 µM;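 active = activation above the mean of all tested compounds plus 3 SD, cut at about 9.5% in these data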;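 note: cells exposed to compounds for one day before reading; 0% = median of all test compound wells on the plate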
Active calls of the source: *.

The first 7 entries, to show the layout:
SMILES	TTR transcr act
Cc1c(C(=O)N(Cc2ccc(N(C)C)cc2)C2CCS(=O)(=O)C2)oc2ccccc12 (configuration not stated)	0.2
O=C(Nn1cnnc1)c1cc2c(s1)CCCCC2	0.6
Cc1nnc(SCc2cc([N+](=O)[O-])cc3c2OCOC3)n(N)c1=O	1.9
Cc1ccc2nc(SCC(=O)N3CC(C)OC(C)C3)nc(=O)n2c1 (configuration not stated)	-1.3
CCOC(=O)C1=CCN(S(=O)(=O)c2ccc(C)cc2)C1c1ccc(Br)cc1 (configuration not stated)	-2.3
O=C(CN1C(=O)/C(=C/c2cccc(Br)c2)SC1=S)Nc1cccnc1	0.0
COc1ccccc1NCCC(=O)OCC(=O)Nc1ccccc1F	4.6

The listing, previewed entries included:
SMILES	TTR transcr act
Cc1c(C(=O)N(Cc2ccc(N(C)C)cc2)C2CCS(=O)(=O)C2)oc2ccccc12 (configuration not stated)	0.2
O=C(Nn1cnnc1)c1cc2c(s1)CCCCC2	0.6
Cc1nnc(SCc2cc([N+](=O)[O-])cc3c2OCOC3)n(N)c1=O	1.9
Cc1ccc2nc(SCC(=O)N3CC(C)OC(C)C3)nc(=O)n2c1 (configuration not stated)	-1.3
CCOC(=O)C1=CCN(S(=O)(=O)c2ccc(C)cc2)C1c1ccc(Br)cc1 (configuration not stated)	-2.3
O=C(CN1C(=O)/C(=C/c2cccc(Br)c2)SC1=S)Nc1cccnc1	0.0
COc1ccccc1NCCC(=O)OCC(=O)Nc1ccccc1F	4.6
Cc1c(Cc2ccccc2)c(=O)oc2c(C)c(OCC(=O)NCC3CCC(C(=O)O)CC3)ccc12 (configuration not stated)	0.2
COc1ccc(C(Nc2cccc([N+](=O)[O-])c2)P(=O)(OC(C)C)OC(C)C)cc1 (configuration not stated)	-0.5
CCc1ccccc1NC(=S)N(CCN1CCOCC1)C1CCN(C(C)=O)CC1	0.6
CC(C)(C)C(=O)COC(=O)CNC(=O)c1ccc(Oc2ccccc2)cc1	1.4
O=C(NCc1ccco1)/C(=C/C=C\c1ccccc1)NC(=O)c1ccc(Br)o1	1.2
O=C(CSc1cn[nH]n1)Nc1ccc(Cl)cc1Cl	-0.4
O=C(CN1C(=O)C2C3C=CC(C3)C2C1=O)NCc1ccccc1 (configuration not stated)	1.6
COc1ccc(Cn2cc(COC(=O)N3CCCC3)nn2)cc1	0.0
COc1cccc(/C=N/NC(=S)Nc2cccc(C(=O)O)c2)c1	1.6
Cc1ccc(S(=O)(=O)NCCC(=O)NC2CCCC2)cc1	1.3
CCOC(=O)C(=O)C1=C(N2CCOCC2)/C(=C\c2cccc([N+](=O)[O-])c2)CC1	1.6
CCOC(=O)C(NC(C)=O)(OCc1ccc(F)cc1)C(F)(F)F (configuration not stated)	-4.3
CC(CC(=O)O)CC(=O)Nc1ccc(S(N)(=O)=O)cc1 (configuration not stated)	-4.0
Cn1ncc2c(O/N=C(\N)c3ccc(C(F)(F)F)cc3)ncnc21	-5.4
O=C(c1ccco1)N1N=C(c2cccs2)CC1c1ccco1 (configuration not stated)	0.6
CCn1c(N)cc(=O)[nH]c1=S	3.1
COc1ccccc1NC(=O)c1sc2ncn(Cc3ccccc3C)c(=O)c2c1C	0.1
CCc1cc(C(=O)c2ccccc2)c(N)s1	1.0

Carrying on.
SMILES	TTR transcr act
COc1ccc(CNC(=O)C[C@H]2C[C@H](C(=O)N3CCCCC3)[C@@]3(C)c4[nH]c5cc(CCC(=O)N(C)C)ccc5c4CCN3C2=O)cc1OC	2.3
COc1ccc(-n2c(SCC(=O)N3CCC(C(=O)O)CC3)nc3ccccc3c2=O)cc1OC	0.6
Nc1nnc(SCC(=O)NC2CCCCC2)s1	1.8
O=C(CN1CCN(c2ccccn2)CC1)Nc1ccc(Oc2ccccc2)cc1	-1.8
O=C(O)CSc1nnc(C2COc3ccccc3O2)n1-c1ccccc1 (configuration not stated)	-0.3
CCCc1cc(=O)oc2cc(OCC(=O)NCCN3CCOCC3)c(Cl)cc12	-1.9
CC[N+](CC)(CC)CC(=O)Nc1ccc(SC(F)F)cc1	3.2
CCN=C1SC(CC(=O)NC(C)c2ccccc2)C(=O)N1CC (configuration not stated)	-1.6
COc1ccc(C2c3ccc(O)cc3Oc3ncn(CCCO)c(=N)c32)cc1OC (configuration not stated)	9.9*
COc1ccccc1CNC(=O)C(=O)NCC(c1ccco1)N1CCOCC1 (configuration not stated)	-0.8
c1csc(C2C3=C(Nc4ncnn42)c2ccccc2OC3)c1 (configuration not stated)	3.8
O=C(CCNS(=O)(=O)c1ccccc1F)N1CCN(Cc2ccccc2)CC1	-0.4
CCN(CC)C(=O)c1sc2c(c1C)c(=O)n(-c1ccc(OC)cc1OC)c(=O)n2CC(=O)c1ccccc1	0.3
O=[N+]([O-])c1ccc2[nH]c(O)c(N=NC3CS(=O)(=O)CC3O)c2c1 (configuration not stated)	3.9
N#Cc1c(N2CCN(C(=O)c3ccccc3Cl)CC2)nc(-c2ccccc2)c2c1CCCC2	-3.3
Nc1cccc2c1C(=O)N(CC(=O)NC13CC4CC(CC(C4)C1)C3)C2=O	2.4
O=C(O)CSc1c(-c2ccccc2)c2cc(Cl)ccc2[nH]c1=O	-0.8
CCCCn1c(N)c(NCC(C)C)c(=O)[nH]c1=O	-0.5
CCc1nnc(NC(=O)CSc2nc3ccc(OC)cc3[nH]2)s1	2.6
CC(=O)/C(N=Nc1ccc(-n2ccc(C(F)(F)F)n2)cc1)=C(\C)O	1.5
COc1ccccc1CN1CC(C(=O)NCc2ccc(C)c(F)c2)CCC1=O (configuration not stated)	-2.0
O=C(CSc1nc2cccc(F)c2c(=O)n1-c1ccccc1)Nc1ccc2c(c1)CCC2	-1.2
COC(=O)[C@]1(C)N[C@H](CN(C)S(=O)(=O)c2ccccc2)[C@@H]2C(=O)N(Cc3ccccc3)C(=O)[C@@H]21	2.1
Cc1ccc(NC(=O)c2cc(NC(=O)c3ccccc3C(=O)O)ccc2N2CCCCC2)cc1	-0.8
Cc1c(C(=O)c2ccccc2)c(=O)n(C)c(=O)n1C	0.6

In a second layout: 4 of the compounds above.
COc1ccccc1NCCC(=O)OCC(=O)Nc1ccccc1F
  TTR transcr act = 4.6
Cc1c(Cc2ccccc2)c(=O)oc2c(C)c(OCC(=O)NCC3CCC(C(=O)O)CC3)ccc12 (configuration not stated)
  TTR transcr act = 0.2
COc1ccc(C(Nc2cccc([N+](=O)[O-])c2)P(=O)(OC(C)C)OC(C)C)cc1 (configuration not stated)
  TTR transcr act = -0.5
CCc1ccccc1NC(=S)N(CCN1CCOCC1)C1CCN(C(C)=O)CC1
  TTR transcr act = 0.6

Additional entries follow:
SMILES	TTR transcr act
O=C(CN1C(=O)c2cccc3cccc(c23)C1=O)N1CCCCC1	0.3
CCn1c(-c2ccccc2)csc1=Nc1ccc(O)cc1	0.3
C=CCn1cnc2scc(-c3ccc(C)c(C)c3)c2c1=O	3.7
O=[N+]([O-])c1c(NCCO)cc(N2CCN(Cc3ccc4c(c3)OCO4)CC2)c2nonc12	-0.8
O=C1C2CCc3ccccc3C2N1c1ccccc1 (configuration not stated)	0.0
CCOC(=O)c1ccc2nc(CCC(=O)N[C@H](C(=O)OC)C(C)C)c(=O)n(CC)c2c1	1.5
O=C(CSc1ncc(-c2ccccc2)[nH]1)Nc1ccccc1	3.1
COc1ccc(CNC(=O)CCSCc2ccccc2Cl)c(OC)c1	-0.9
CCCc1cc(=O)n2[nH]c(-c3ccc(C)cc3)cc2n1	0.1
O=C(c1ccccc1)N(Cc1ccc(F)cc1)C1CCS(=O)(=O)C1 (configuration not stated)	0.6
O=C1CNC(=O)/C1=C\c1ccc(O)cc1	2.7
CNS(=O)(=O)c1cc(C(=O)NCc2ccco2)ccc1Cl	0.3
COc1ccc(CC(=O)NC(C)c2ccc(S(N)(=O)=O)cc2)cc1S(=O)(=O)N1CCOCC1 (configuration not stated)	7.0
CCOC(=O)c1cccnc1NC(=O)c1ccncc1	0.5
O=C(COc1ccccc1[N+](=O)[O-])Nc1cc(Cl)ccc1C(=O)O	-1.0
CCN(CC)S(=O)(=O)c1ccc(C(=O)Oc2cc(C)[nH]c(=O)c2[N+](=O)[O-])cc1	-0.1
COc1cccc(-c2nnc3n2N=C(c2cc(OC)ccc2OC)CS3)c1	2.2
S=C(NCCN1CCOCC1)Nc1ccc(Cl)cc1Cl	-1.7
C=C(C)C1CC=C(C)C(=NNC(=O)c2ccncc2)C1 (configuration not stated)	1.0
CC(C)Cn1cc(C(=O)NC2CCN(Cc3ccccc3)CC2)c2c3ccccc3n(C)c2c1=O	1.5
COC(=O)Nc1ccc(S(=O)(=O)Nc2ncccn2)cc1	-0.5
NNC(=O)CN1C(CN2CCOCC2)=Nc2ccc(Br)cc2C1c1ccccc1 (configuration not stated)	-1.0
COC(=O)/C=C1\S/C(=N/NC(=O)c2ccc(OC)cc2)NC1=O	-1.7
C=CCn1c(SCC(=O)NCCc2ccccc2)nnc1C(C)NC(=O)c1cccs1 (configuration not stated)	0.0
Cc1cccc(C(C(=O)NC2CCCCC2)N(Cc2cccnc2)C(=O)c2csnn2)c1 (configuration not stated)	-1.7

More compounds.
SMILES	TTR transcr act
COc1ccc(C(C#N)c2cnccn2)cc1OC (configuration not stated)	4.6
CCCN1CCC(=O)N([C@H](CSc2ccccc2)CC(C)C)CC1	-2.2
COc1ccccc1N1CCN(C2CCN(S(=O)(=O)c3ccc4ccccc4c3)CC2)CC1	-2.1
O=C(NC(=S)N1CCN(c2ccc(F)cc2)CC1)c1ccccc1	-1.0
COC(=O)c1[nH]c2cc(OC)ccc2c1NC(=O)CCN1CCN(c2cccc(C)c2C)CC1	21.6*
Cc1c(C)c(C)c(CO/N=C/c2cccs2)c(C)c1C	0.2
COC(=O)[C@]12CCCCC=C1N(Cc1ccc(OC)cc1)C(=O)[C@@H]2CC(=O)NCCc1ccccc1OC	1.8
CC1(C(=O)NCc2ccccc2)CCC(=O)N1C1CC1 (configuration not stated)	0.6
O=C(Cc1ccc(NC(=O)C2CCCN(C(=O)C3CCC3)C2)cc1)Nc1cccc(C(=O)N2CCCCC2)c1 (configuration not stated)	-1.9
OC1CN=C2CCCc3c2n(c2ccc(Cl)cc32)C1 (configuration not stated)	-0.6
O=[N+]([O-])c1ccc(Cl)cc1CN1CCCCCC1	-0.1
COc1ccc(S(=O)(=O)NNC(=O)Nc2ccccc2OC)c(OC)c1	-0.3
O=C1C(NS(=O)(=O)c2cccs2)=C(N2CCN(Cc3ccccc3)CC2)C(=O)c2ccccc21	0.6
Fc1ccccc1NC(=S)NCCc1ccc(Cl)cc1	4.2
CCc1nnc(NS(=O)(=O)c2ccc(N/C=C(\C=O)c3nc4cc(Cl)ccc4o3)cc2)s1	1.2
O=C(CCC(=O)N/N=C/c1ccccc1O)NCc1ccccc1	-1.6
CC1CCN(C(c2ccc(N(C)C)cc2)c2nnnn2Cc2ccc(F)cc2)CC1 (configuration not stated)	-4.6
COc1ccc(N2CCN(C(CNC(=O)C(=O)NCc3ccc4c(c3)OCO4)c3ccco3)CC2)cc1 (configuration not stated)	-1.9
COc1ccnc2c1c(=O)n(Cc1cccc(Cl)c1)c(=O)n2C	1.9
CCCc1ccc(C(=O)NNc2cccc(C)c2)cc1	-0.9
O=S(=O)(c1cccc2nsnc12)N1CCc2ccccc21	-0.8
Cc1cc(C)c[n+](-c2[nH]c(=O)sc2/C=N/N=C(\N)[S-])c1	4.2
CCOc1cc(NC(=O)C2CC2)c(OCC)cc1NC(=O)CCn1nnc2ccccc21	0.6
CCCC(=O)NC(=S)Nc1ccccc1OC	1.0
CNS(=O)(=O)c1ccc(C(=O)NCC(=O)NCCc2ccc3c(c2)OCCO3)cc1	-0.2

Entries listed so far that bear a hit mark in TTR transcr act.
SMILES	TTR transcr act
COc1ccc(C2c3ccc(O)cc3Oc3ncn(CCCO)c(=N)c32)cc1OC (configuration not stated)	9.9*
COC(=O)c1[nH]c2cc(OC)ccc2c1NC(=O)CCN1CCN(c2cccc(C)c2C)CC1	21.6*

More compounds follow.
SMILES	TTR transcr act
COC(=O)[C@@]12CCCCC3=C1N(CCC3)C(=O)[C@H]2CC(=O)NCC12CC3CC(CC(C3)C1)C2	0.0
CC(C)CNS(=O)(=O)c1cc2c3c(c1)CCC(=O)N3CCC2	1.8
COCCn1c(SCc2nc3ccccc3c(=O)[nH]2)nc2ccccc2c1=O	2.7
Cc1ccc(S(=O)(=O)Nc2ccc(-c3cn4ccc(C)cc4n3)cc2)cc1	-2.2
O=C(Cc1ccccc1[N+](=O)[O-])NCc1ccncc1	4.4
C[n+]1ccc(/C=C/c2c[nH]c3ccccc23)cc1	-1.4
O=c1[nH]c(Cc2ccc(Cl)cc2)nc2ccccc12	2.8
O=C(COC(=O)c1c2c(nc3ccccc13)CCN(Cc1ccccc1)C2)Nc1c(F)cccc1F	2.3
Cc1nn(-c2ccccc2)c2sc(C(=O)N(Cc3ccco3)C(C)C(=O)NC(C)(C)C)cc12 (configuration not stated)	1.0
NNC(=O)CCn1nnc2ccccc21	-0.1
CCOC(=O)C(NC(C)=O)C(=O)Nc1ccc(OC)cc1 (configuration not stated)	1.0
COc1ccc(OCCNc2cc(N3CCCCC3)ccc2[N+](=O)[O-])cc1	3.4
c1ccc(CCNCc2ccco2)nc1	0.5
OCc1c(Cl)nc2ccccn12	1.7
COc1ccc(NC(=O)C(=O)NNC(=O)c2cccs2)c(OC)c1	0.7
Cn1c(C(=O)O)ccc1S(=O)(=O)N1CCCCCC1	2.8
S=C(Nc1ccccc1)N1CCN(c2ccccn2)CC1	-1.0
CC1Cc2cc(S(=O)(=O)N3CCCCC3C)ccc2N1C(=O)C1CCC1 (configuration not stated)	-0.8
COc1cc(C(C)=O)ccc1OCCCN1CCC(Cc2ccccc2)CC1	0.1
Cc1ccc(C)c(NC(=O)C2CCCN2S(=O)(=O)c2ccc3c(c2)n(C)c(=O)c(=O)n3C)c1 (configuration not stated)	-1.2
O=C(Nc1ccc(Cl)c(S(=O)(=O)N2CCOCC2)c1)c1ccc2c(c1)OCO2	-4.8
Cc1ccc(N2C(=O)SC(N(CC(=O)O)c3ccc(C)cc3)C2=O)cc1 (configuration not stated)	-1.3
Cc1ccc(CCNC(=O)c2cc(S(=O)(=O)N3CCCCC3)c[nH]2)cc1	-1.9
CCC(CO)n1c(=S)[nH]c2cc(OC)c(OC)cc2c1=O (configuration not stated)	-1.6

Not all compounds are listed; count on the stated rates, not on these rows.
